JMJD2A Tudor – inhibitors of human JMJD2A Tudor domain; O75164; 4.4% of 390,000 active; AlphaScreen JMJD2A-Tudor / H3K4me3 peptide binding; Potency, µM (top dose mostly 114 µM), for the others: at the highest dose activity change, negative = inhibition, most hits filed as inhibitors; also: % is scaled to controls: 0 for no effect and ±100 for the full control effect; nearly all actives have a fitted effect of over 50% in size
HP1b chromo inh – inhibitors of HP1-beta chromodomain binding to methylated histone tails; P83916; AlphaScreen HP1-beta / biotin-H3K9me3 peptide binding; Potency, µM (top dose mostly 114 µM), without a hit: at the highest dose activity change, negative = inhibition, hits mostly inhibitors; 0.56% of 390,000 active; AID 540317; also: nearly all actives have a fitted effect of over 70% in size; inactives centre near 23
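AlphaScreen: HP1-beta (50 nM) preformed 30 min with biotin-H3(1-18)K9me3 peptide (50 nM) in PBS pH 7.4, 0.01% Tween-20. Compound added for 30 min at RT, then streptavidin donor/nickel chelate acceptor beads (10 ug/mL) for 30 min.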
POLI inh – blocks human DNA polymerase iota activity; AID 588590; Q9UNA4; 1% of 390,000 active; Potency, µM (top dose mostly 115 µM), for the others: top-dose activity, negative = inhibition, hits mostly inhibitors; Pol iota fluorescent replication assay, 10 min
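Fluorescent replication assay read twice, at 0 min and 10 min after adding 50 nM (final) substrate. Enzyme (10 nM) and compounds were first incubated 15 min at room temperature; enzyme-free buffer wells were negative controls.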
Tb PGK inh – blocks T. brucei phosphoglycerate kinase. P07378. PGK/GAPDH coupled, Kinase-Glo luminescence, 60 min. Potency, µM (series often up to 57.5 µM), for inactives: top-dose activity change, negative = inhibition, usual class: inhibitors. 0.043% of 380,000 active; also: % is scaled to controls: 0 for no effect and ±100 for the full control effect; nearly all actives have a fitted effect of over 60% in size
Target sequence (P07378 whole entry, looked up): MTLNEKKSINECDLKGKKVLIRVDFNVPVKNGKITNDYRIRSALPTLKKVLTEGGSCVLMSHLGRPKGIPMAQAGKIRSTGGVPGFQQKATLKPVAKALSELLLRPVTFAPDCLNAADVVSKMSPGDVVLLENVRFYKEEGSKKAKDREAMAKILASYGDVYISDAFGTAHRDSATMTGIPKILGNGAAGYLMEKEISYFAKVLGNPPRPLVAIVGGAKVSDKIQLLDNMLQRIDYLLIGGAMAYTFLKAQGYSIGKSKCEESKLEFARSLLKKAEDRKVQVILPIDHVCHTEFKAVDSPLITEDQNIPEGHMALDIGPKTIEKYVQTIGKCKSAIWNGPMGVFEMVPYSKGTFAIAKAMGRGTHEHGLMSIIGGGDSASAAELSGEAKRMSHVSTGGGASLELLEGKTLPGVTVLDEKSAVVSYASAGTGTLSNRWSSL
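Luminescent ATP detection (Kinase-Glo Plus) follows a 60-minute room-temperature incubation, with wells lacking PGK as controls. Buffer: 100 mM TEA (pH 7.6), 5 mM MgCl2, 0.01% Tween-20. Coupling enzyme GAPDH (100 nM final) supplies unstable 1,3-BPG in-well.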
BAZ2B inh – BAZ2B (human) inhibition. Q9UIF8. AlphaScreen BAZ2B-H3K14Ac peptide displacement. Potency, µM (series often up to 114 µM), without a hit: top-dose activity change, negative = inhibition, actives largely listed as inhibitors. 4.4% of 360,000 active. AID 504333; also: % is scaled to controls: 0 for no effect and ±100 for the full control effect; nearly all actives have a fitted effect of over 60% in size
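Complex of BAZ2B and biotin-H3K14Ac (50 nM apiece) forms over 30 min at RT, then faces library compounds up to 110 uM for another 30 min; AlphaScreen beads added, 20 min dark incubation, luminescence read.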
Pin1 inhibitor – human Pin1 inhibition | Pin1 FP peptide displacement, HiFluor488, 10 min | Potency, µM (titrated, usually from 115 µM), for the others: top-dose activity, negative = inhibition, usual class: inhibitors | Q13526 | 0.009% of 390,000 active; active = well fitted inhibition curve with a large enough effect in the polarisation, with a control signal flat, not every such curve was filed as active; inconclusive = small, poorly fitted or top-dose-only effect, or effect the other way, or a change in a side signal; inactive = no such curve, though single readings can be large or run the other way; the % refers to the polarisation; also: % is scaled to controls: 0 for no effect and ±100 for the full control effect
BLM inh – Bloom syndrome helicase (human) inhibition | P54132 | recombinant BLM DNA unwinding, fluorescence dequenching | Potency, µM (series often up to 56.1 µM), without a hit: top-dose activity change, negative = inhibition, actives largely listed as inhibitors | 0.2% of 350,000 active | AID 2528;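 also: plate controls were vehicle for no effect and no enzyme for full effect; nearly all actives have a fitted effect of over 35% in size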
G9a inh – G9a (human) methyltransferase inhibition. Q96KQ7. G9a H3K9 monomethylation, AlphaScreen, 2 h. Potency, µM (top dose mostly 102 µM), without a hit: top-dose activity, negative = inhibition, usual class: inhibitors. 8.8% of 350,000 active. AID 504332; also: % is scaled to controls: 0 for no effect and ±100 for the full control effect; nearly all actives have a fitted effect of over 75% in size
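G9a (20 nM) preincubated 15 min RT with compounds, then 500 nM biotinylated H3K9 peptide and 20 uM SAM added; 2 h RT reaction. Monomethyl-H3K9 product detected by AlphaScreen with anti-H3K9me1 antibody, streptavidin donor and anti-rabbit IgG acceptor beads.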
GLS inh – glutaminase GLS (human) inhibition | O94925 | GLS enzymatic activity, qHTS titration | Potency, µM (top dose mostly 45.5 µM), for the others: at the top dose activity change, negative = inhibition, actives largely listed as inhibitors | 0.21% of 410,000 active | AID 624170; also: % is scaled to controls: 0 for no effect and ±100 for the full control effect
Target sequence (O94925 whole entry, looked up): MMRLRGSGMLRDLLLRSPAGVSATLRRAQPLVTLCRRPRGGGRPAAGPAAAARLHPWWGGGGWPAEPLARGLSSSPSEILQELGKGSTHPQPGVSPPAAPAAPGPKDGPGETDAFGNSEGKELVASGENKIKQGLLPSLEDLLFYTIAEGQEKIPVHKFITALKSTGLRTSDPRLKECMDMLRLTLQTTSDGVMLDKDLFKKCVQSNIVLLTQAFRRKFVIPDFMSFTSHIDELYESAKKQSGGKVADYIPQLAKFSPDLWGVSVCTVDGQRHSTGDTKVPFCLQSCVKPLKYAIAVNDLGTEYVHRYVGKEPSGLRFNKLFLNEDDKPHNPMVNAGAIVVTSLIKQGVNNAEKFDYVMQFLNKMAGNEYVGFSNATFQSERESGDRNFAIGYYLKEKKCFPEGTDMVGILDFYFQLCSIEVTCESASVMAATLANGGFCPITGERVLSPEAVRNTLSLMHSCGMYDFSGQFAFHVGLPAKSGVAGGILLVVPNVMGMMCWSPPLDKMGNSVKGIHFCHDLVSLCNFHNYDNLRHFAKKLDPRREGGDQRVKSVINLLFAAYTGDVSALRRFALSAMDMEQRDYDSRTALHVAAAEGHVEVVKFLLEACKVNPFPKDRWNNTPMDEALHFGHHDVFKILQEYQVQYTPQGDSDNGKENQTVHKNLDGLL
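Coupled fluorescence readout: glutamate oxidase/HRP/Amplex Red detect glutamate formed by hKGA from L-glutamine (1 mM solution added). Buffer 45 mM KH2PO4 pH 8.2, 0.02% Tween-20; reads at t0 and 30 min RT.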
Starred values were filed as active, the others as inactive; i = inactive; ? = inconclusive; . = no result given; [ ] = dose if it differs, or a comment. Unless noted, calls follow the shape of the dose curve; as a rule, active = well fitted curve in the direction sought with a large enough effect; inconclusive = small, poorly fitted or top-dose-only effect, or another doubt; inactive = no such curve, though single readings can be large; an effect the other way counts as inactive or inconclusive. Potency is read from the fitted curve at half-maximal effect. Not all compounds are listed; count on the stated rates, not on these rows.

SMILES | JMJD2A Tudor | HP1b chromo inh | POLI inh | Tb PGK inh | BAZ2B inh | Pin1 inhibitor | BLM inh | G9a inh | GLS inh
Cc1ccc(S(=O)(=O)c2nc(-c3cccs3)oc2N2CCC(C)CC2)cc1 | ? | -16.7% | ? | -0.6% | ? | 30.6%[activator] | -11.1% | ? | -8.8%
COc1ccc(CN(C)C(=O)c2ccc(NS(=O)(=O)c3ccc(F)cc3)cc2)c(OC)c1 | -18.5% | 16.3% | 6.4% | -9.3% | -11.5% | -2.3% | -16.2% | -8.5%[12.7 µM] | -10.2%
COc1ccc(-n2c(-c3ccccc3)nc(=S)c3c2CCCC3)cc1 | 4.9% | 43.5%[activator] | 29.3% | -3.2% | 7.4% | -3.4% | -0.4% | 33.9%[12.7 µM] | 9.6%
O=C(c1cc2c(cc1Br)OCCCO2)N1CCCCC1 | -11.7%[57.1 µM] | 44.6%[activator] | 5.3% | 1.2% | 3.9% | 2.6% | -0.7% | 28.1%[59 µM] | 0.3%
CCOC(=O)c1cc(C)n(-n2cnnc2)c1C | -16.4% | 14.9% | 5.3% | -6.4% | 4.9% | -1.8% | -4.8% | -4.4%[12.7 µM] | -3.1%
CN(C(=O)N1CCN(S(=O)(=O)c2ccccc2)CC1)c1ccccc1 | -9.6% | 39.3%[activator] | 7.8% | 3.8% | -20.9% | 0.4% | -1.0% | -23.9% | 12.7%
COc1ccccc1N1CCN(S(=O)(=O)c2ccc3c(c2)CC(C)N3C(C)=O)CC1 (stereo unspecified) | -29.3% | -2.6%[57 µM] | 7.8% | -7.2% | -35.1% | -8.1% | 0.2% | -25.0% | -5.6%
CCCOc1ccc(C(=O)Nc2ccc(N3CCN(C(C)=O)CC3)cc2)cc1 | 3.8% | 23.1% | 10.1% | -3.2% | 8.6% | -4.0% | -3.9% | ? | 11.5%
CC1CN(C(=O)N2CCC(C(=O)NC3CCCCCC3)CC2)c2ccccc2O1 (stereo unspecified) | -18.4% | 14.7% | 14.5% | 6.5% | -38.6% | -2.7% | -6.6% | -26.4%[59 µM] | 6.8%
CC(C)(C)c1ccc(C(=O)N2CCC(c3noc(-c4ccc(S(=O)(=O)N5CCCC5)cc4)n3)CC2)cc1 | -21.4% | 11.2% | 20.7% | -7.4% | -16.4% | 10.1% | -10.6% | -5.0%[59 µM] | -0.3%
COc1cc([N+](=O)[O-])ccc1NC(=O)Cc1ccc(C)cc1 | -13.1% | 7.2% | 15.7% | -8.3% | -29.7% | -3.9% | -9.6% | ? | 0.5%
CC(C)(C)n1ncc2c(=O)n(Cc3cccc(Cn4cnc5c(cnn5C(C)(C)C)c4=O)c3F)cnc21 | -33.3% | 13.7% | 19.7% | -2.6% | . | -4.7% | . | . | 4.1%
O=C(CN1C(=O)NC2(CCCCCCC2)C1=O)Nc1c(Cl)cccc1Cl | -19.7% | 12.1% | -2.8% | i | . | -4.1% | . | . | -0.8%
COc1ccccc1-c1oc2ccccc2c1C#CC1(O)CCCCC1 | -1.4% | 46.6%[activator] | -3.5% | i | . | 4.2% | . | . | 4.2%
Cc1nn(CC(=O)NCc2ccc(-n3cccn3)cc2)c(C)c1[N+](=O)[O-] | -6.9% | 29.6% | 55.6%[activator] | -0.9% | -0.1% | -2.5% | 3.2% | 11.3% | -1.3%
Cc1nc2ccccc2n1Cc1ccccc1Br | -11.8% | 32.8%[activator] | 53.5%[activator] | i | 1.7% | -13.5% | -1.2% | 27.9% | -0.8%
CCOC(=O)c1c(CC(C)C)csc1NC(=O)COC(=O)c1cc(OC)c(OC)cc1[N+](=O)[O-] | -9.2% | 32.3% | 9.7% | i | 6.5% | 8.6% | 3.6% | 3.3%[59 µM] | -1.5%
Cc1nn(C)c(C)c1CN(C)C(=O)C1(C)CC1(Br)Br (stereo unspecified) | -7.0% | -1.3% | 212.0%[activator] | -1.4% | -0.2% | 0.1% | 0.7% | 13.7%[59 µM] | 6.3%
COc1cc(OC)c(C2C3=C(CCCC3=O)Nc3nc4ccccc4n32)cc1OC (stereo unspecified) | -23.6% | -1.4% | 5.1% | -1.1% | 3.0% | -6.2% | 0.3% | -22.9%[12.7 µM] | 21.6%
CN(Cc1ccccc1)S(=O)(=O)c1ccc(OCC(=O)NCc2ccncc2)cc1 | -4.9% | 26.0% | 31.4%[activator] | -7.9% | -12.4% | -0.8% | -2.4% | -40.8% | 0.4%
CC(C)(c1ccccc1)c1ccc(OCCN2CCCC2)cc1 | 20µM* | ? | 17.3% | 3.0% | ? | 2.7% | -0.8% | . | 12.3%
CC1CCN(C(=O)CCc2nnc3ccc(NCCCN4CCCC4=O)nn23)CC1 | 2.8% | 32.9% | 36.2%[activator] | -1.1% | -2.0%[57.1 µM] | -15.6% | 0.3% | -2.6% | -19.1%
COc1ccc(NC(=O)C(=O)NCC2CCCN2S(=O)(=O)c2ccc(C)cc2)cc1 (stereo unspecified) | -23.3% | -20.6% | 23.2% | 3.4% | 6.3% | 31.6%[activator] | . | -35.4% | -0.1%
O=C(NCc1ccccc1)c1ccc(F)c(F)c1 | -11.0% | 22.4% | 57.2%[activator] | 8.1% | 3.2% | 6.0% | -5.0% | . | 4.1%
COCCn1c(SCC(=O)/C=C2\N(C)c3ccccc3C2(C)C)nnc1-c1ccncc1 | -21.8% | 37.1% | ? | 2.8% | -6.6% | 18.0% | 0.1% | -12.6%[59 µM] | 7.5%
SMILES | JMJD2A Tudor | HP1b chromo inh | POLI inh | Tb PGK inh | BAZ2B inh | Pin1 inhibitor | BLM inh | G9a inh | GLS inh
COc1cc(OC)c(NC(=O)NCc2ccc3c(c2)CCN3C(C)=O)cc1Cl | -27.5% | 36.6%[activator][57 µM] | 31.1%[activator] | 1.9% | 6.6% | -1.1% | 1.9% | -5.6%[59 µM] | 9.8%
CCn1ccnc1CN(C)Cc1nc(-c2ccccc2)no1 | -25.3% | 29.1% | 32.6%[activator] | 6.2% | ? | -3.7% | -2.2% | . | 0.9%
Cc1ccc(C)c(S(=O)(=O)ON2C(=O)c3ccccc3C2=O)c1 | ? | 31.6µM* | 12.9% | -3.7% | -6.0% | 1.4% | 2.6% | 7.94µM* | 26.4%
Cc1nnc(SCc2nc(-c3ccc(Cl)cc3)no2)n1-c1ccc(F)cc1 | -6.6% | 22.0% | -3.6% | 8.7% | -8.4% | -9.8% | -1.1% | -33.6%[59 µM] | -8.4%
Cc1csc2nc(O)c(C(=O)NCCCN3CCCC3=O)c(=O)n12 | -12.8% | -0.9% | 74.6%[activator] | -9.2% | 1.2% | 5.6% | . | 0.3% | -2.1%
C#CCOCCOCCOCCNc1nc(N2CCN(C(=O)[C@H]([C@@H](C)CC)n3cc([C@@H](N)CO)nn3)CC2)nc(N2CCN(C(=O)[C@H](CCCCN)n3cc([C@@H](N)CO)nn3)CC2)n1 | 56.2µM* | 60.9%[activator] | ? | 5.6% | . | 1.2% | . | . | 2.7%
Cc1ccc(CN(C(=O)COc2cccc(Cl)c2)c2ccccn2)o1 | -10.3% | 27.9% | 30.0%[activator] | 0.1% | 2.5% | -1.8% | -3.7% | 6.6%[59 µM] | 3.4%
Cn1c(SCC(=O)NNC(=O)Cc2ccccc2)nnc1-c1ccc(Cl)cc1 | 8.7% | 34.8%[activator] | 6.2% | -5.1% | -5.4% | 3.1% | 0.3% | -0.9%[59 µM] | 2.6%
COc1ccc(-c2cc(C(=O)Nc3c(C(=O)c4ccc(Cl)cc4)oc4ccccc34)no2)cc1 | -11.9% | 21.0% | 48.6%[activator] | 0.9% | ? | 2.1% | -0.3% | 4.1%[59 µM] | 5.1%
Cc1ccc(NC(=O)COC(=O)c2ccc(OC(F)F)cc2)cc1S(=O)(=O)N1CCCCC1 | -12.8% | 24.0% | -20.4% | -4.9% | . | 15.9% | . | . | 4.4%
Cc1ccc(Cc2nc3ccccc3nc2SCC(=O)N2CCCc3ccccc32)cc1 | -17.5% | 25.4%[57 µM] | -0.2% | -11.6% | 3.6% | -9.5% | -4.3% | 15.3%[59 µM] | -1.6%
Cc1c(C(=O)NC2CCCc3ccccc32)oc2ccc(S(=O)(=O)N3CCOCC3)cc12 (stereo unspecified) | -4.1% | 28.8% | 8.1% | 3.3% | -3.2% | 1.3% | -3.3% | . | 0.4%
CC(=O)Nc1ccc(Nc2nc(-c3ccccc3)nc3ccccc23)cc1 | 4.8% | 53.3%[activator] | -7.4% | -2.3% | 11.8% | -7.4% | -5.8% | ? | 0.9%

Six structures from above, sorted by formula weight, ascending.
SMILES | JMJD2A Tudor | HP1b chromo inh | POLI inh | Tb PGK inh | BAZ2B inh | Pin1 inhibitor | BLM inh | G9a inh | GLS inh
CCn1ccnc1CN(C)Cc1nc(-c2ccccc2)no1 | -25.3% | 29.1% | 32.6%[activator] | 6.2% | ? | -3.7% | -2.2% | . | 0.9%
Cc1ccc(C)c(S(=O)(=O)ON2C(=O)c3ccccc3C2=O)c1 | ? | 31.6µM* | 12.9% | -3.7% | -6.0% | 1.4% | 2.6% | 7.94µM* | 26.4%
Cc1csc2nc(O)c(C(=O)NCCCN3CCCC3=O)c(=O)n12 | -12.8% | -0.9% | 74.6%[activator] | -9.2% | 1.2% | 5.6% | . | 0.3% | -2.1%
Cc1nnc(SCc2nc(-c3ccc(Cl)cc3)no2)n1-c1ccc(F)cc1 | -6.6% | 22.0% | -3.6% | 8.7% | -8.4% | -9.8% | -1.1% | -33.6%[59 µM] | -8.4%
Cc1ccc(Cc2nc3ccccc3nc2SCC(=O)N2CCCc3ccccc32)cc1 | -17.5% | 25.4%[57 µM] | -0.2% | -11.6% | 3.6% | -9.5% | -4.3% | 15.3%[59 µM] | -1.6%
COc1ccc(-c2cc(C(=O)Nc3c(C(=O)c4ccc(Cl)cc4)oc4ccccc34)no2)cc1 | -11.9% | 21.0% | 48.6%[activator] | 0.9% | ? | 2.1% | -0.3% | 4.1%[59 µM] | 5.1%

Screening data (PubChem)
